CBFb-RUNX1 inh: CBF-beta/RUNX1 interaction disruption. 230,000 tested, under 10 active. AID 1477. AlphaScreen CBFb-His/RUNX1-biotin binding, biochemical. Potency, µM (titrated, usually from 59.8 µM), for inactives: top-dose activity, negative = inhibition, actives largely listed as inhibitors; note: % of control where 0% means no effect
Target sequence (Q01196 whole entry, looked up): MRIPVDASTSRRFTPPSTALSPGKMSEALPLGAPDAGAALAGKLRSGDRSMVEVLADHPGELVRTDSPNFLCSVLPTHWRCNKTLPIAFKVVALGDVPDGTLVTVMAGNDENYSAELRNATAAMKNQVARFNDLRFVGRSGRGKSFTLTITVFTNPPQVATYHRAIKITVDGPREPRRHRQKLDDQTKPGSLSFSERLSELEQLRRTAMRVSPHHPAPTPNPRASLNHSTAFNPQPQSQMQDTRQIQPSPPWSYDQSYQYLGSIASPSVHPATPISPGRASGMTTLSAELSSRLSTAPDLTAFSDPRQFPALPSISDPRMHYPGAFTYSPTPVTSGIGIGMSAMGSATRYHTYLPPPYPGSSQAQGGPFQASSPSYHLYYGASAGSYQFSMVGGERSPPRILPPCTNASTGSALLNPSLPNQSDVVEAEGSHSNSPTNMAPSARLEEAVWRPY
Target sequence (Q13951 whole entry, looked up): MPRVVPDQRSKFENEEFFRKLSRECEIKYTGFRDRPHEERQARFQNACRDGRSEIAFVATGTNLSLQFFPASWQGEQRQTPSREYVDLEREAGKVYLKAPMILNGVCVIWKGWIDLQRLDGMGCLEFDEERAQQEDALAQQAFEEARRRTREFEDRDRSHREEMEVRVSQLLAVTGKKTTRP
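AlphaScreen binding: CBFb-His and RUNX1-biotin (30 nM each) preincubated 20 min, compound added for 15 min, then nickel and streptavidin beads for 90 min, all at room temperature. Disruption of the interaction by any mechanism counts as activity.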
Lamin A splicing: LMNA splicing modulation; hit rate 0.01% among 200,000; Potency, µM (highest dose often 46.1 µM), without a hit: top-dose ratio change, negative = inhibition, most hits filed as inhibitors; HeLa LMNA splicing GFP/RFP minigene ratio, 48 h; active = well fitted inhibition curve with a large enough effect in the signal ratio, with a control signal flat, not every such curve was filed as active; inconclusive = small, poorly fitted or top-dose-only effect, or effect the other way, or a change in a side signal; the % refers to the signal ratio; note: potency is the fitted concentration of half-maximal effect; % is set by controls: 0 for no effect and ±100 for the full control effect
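S3 HeLa cells stably expressing lamin A-EGFP splicing minigene plus DsRed2, 600 cells/well, 48 h compound exposure at 37C. Laser-scanning cytometry; analysed as GFP (500-530 nm)/RFP (575-640 nm) total intensity ratio; 0.5% DMSO vehicle.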
HTT aggregate: mutant huntingtin aggregation inhibition; Potency, µM (highest dose often 46.1 µM), without a hit: top-dose activity change, negative = inhibition, usual class: inhibitors; PC12 HttQ103-GFP aggregates, Acumen cytometry, 40 h; hit rate 1.1% among 220,000; note: potency is the fitted concentration of half-maximal effect; % is set by controls: 0 for no effect and ±100 for the full control effect; nearly all actives have a fitted effect of over 60% in size
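Steps: seed 1500 PC12 HTTQ103-GFP cells/well; add tebufenozide, 100 nM final; add compound titration; add ATPLite reagent; quantify GFP aggregates by laser scanning cytometry.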
HTT ATP protect: Huntington cell model cytoprotection by ATP luminescence | PC12 HTT-Q103 induced, cytoprotection, ATP luminescence, 40 h | Potency, µM (series often up to 56.4 µM), without a hit: cytoprotection (ATP increase), hits mostly activators | hit rate 0.14% among 230,000;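 note: potency is the fitted concentration of half-maximal effect; % of control where 0% means no effect; nearly all actives have a fitted effect of over 45% in size; toxic huntingtin expression switched on by the ecdysone agonist tebufenozide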
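Rat PC12, Q103 Htt exon1-GFP fusion, ecdysone promoter; tebufenozide inducer 100 nM final; compound titration; qHTS, 1500 cells/well; ATPlite luminescent read.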
GAA glycogen: inhibitors or activators of human alpha-glucosidase glycogen cleavage. P10253. recombinant GAA, glycogen substrate, Amplex Red glucose oxidase fluorescence. Potency, µM (titrated, usually from 76.4 µM), inactives show at the highest dose activity change, negative = inhibition, most hits filed as inhibitors. hit rate 0.38% among 300,000;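 note: potency is the fitted concentration of half-maximal effect; 0% = full enzyme reaction and -100% = no-enzyme basal signal; the screen sought inhibitors and activators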
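qHTS, 1536-well; enzyme 4 nM final; cpd up to 77 uM; substrate bovine liver glycogen 30 ug; 50 mM citrate/phosphate pH 5.0, 0.01% Tween-20; 37 C, 40 min; Amplex Red detection 45 min RT; Hill fit → AC50.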
GAA inh: alpha-glucosidase (human) inhibition; P10253; purified human GAA, 4-MU-alpha-glucoside fluorescence; Potency, µM (titrated, usually from 76.9 µM), for the others: at the top dose activity change, negative = inhibition, usual class: inhibitors; hit rate 0.005% among 200,000; AID 1466;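 note: potency is the fitted concentration of half-maximal effect; plate controls were uninhibited enzyme wells for no effect and no-enzyme background for full effect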
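Human alpha-glucosidase, 4 nM, pre-mixed with test compounds before 400 uM 4-methylumbelliferyl substrate; 20 min room temperature at pH 5.0. Fluorescence read after pH 10 stop; AC50 values from Hill-equation fits.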
aGlu spleen mod: inhibits or activates alpha-glucosidase in human spleen homogenate; P10253; human spleen homogenate, 4-MU-alpha-glucoside fluorescence; Potency, µM (series often up to 79.9 µM), for the others: at the highest dose activity change, negative = inhibition, hits mostly inhibitors; hit rate 0.006% among 240,000; AID 2112;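 note: potency is the fitted concentration of half-maximal effect; 0% = enzyme with vehicle and -100% = no enzyme basal signal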
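Human spleen homogenate (1 ug) incubated with compounds and 1 mM 4-methylumbelliferyl-alpha-D-glucopyranoside in pH 5.0 citrate/phosphate buffer, 37 C, 40 min. Stopped at pH 10; 4-MU fluorescence (Ex 365/Em 440 nm); AC50 by Hill fit.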
* = called active by the depositor; ? = inconclusive; . = not tested or not shown; [ ] = another dose, or the depositor's remark. Unless noted, calls come from the whole dose curve; as a rule, active = well fitted curve in the direction sought with a large enough effect; inconclusive = small, poorly fitted or top-dose-only effect, or another doubt; inactive = no such curve, though single readings can be large; an effect the other way counts as inactive or inconclusive.

The first 2 compounds, to show the layout:
Value order – CBFb-RUNX1 inh, Lamin A splicing, HTT aggregate, HTT ATP protect, GAA glycogen, GAA inh, aGlu spleen mod
1. O=C(C1=NOC(CNc2ncc(C(F)(F)F)cc2Cl)C1)N1CCOCC1 (centres undefined)
→ -3%, ., -4%, 2%[10 µM], -2%, 7%, -2%
2. CC1C(C)C(O)(c2ccccc2)CCN1C (centres undefined)
→ -3%, -8%, 3%, 18%[10 µM], 4%, 4%, 6%

The whole of this part (from the top)
Value order – CBFb-RUNX1 inh, Lamin A splicing, HTT aggregate, HTT ATP protect, GAA glycogen, GAA inh, aGlu spleen mod
1. O=C(C1=NOC(CNc2ncc(C(F)(F)F)cc2Cl)C1)N1CCOCC1 (centres undefined)
→ -3%, ., -4%, 2%[10 µM], -2%, 7%, -2%
2. CC1C(C)C(O)(c2ccccc2)CCN1C (centres undefined)
→ -3%, -8%, 3%, 18%[10 µM], 4%, 4%, 6%
3. CCN(CC)CCCn1c(-c2ccccc2)nc2c(N3CCOCC3)nc(C)nc21
→ 2%, ., ., ?, ., ., 6%
4. Cc1c(/C(Cc2ccccc2)=N/O)c2ccccc2n1C
→ -11%, -6%, 0%, 10%[1.9 µM], 3%, -2%, 8%
5. COn1c(SC2CCCCC2)nc2ccccc2c1=O
→ 11%, ?, -23%, -16%, -5%, 7%, 2%
6. c1coc(CNCC2OCCc3ccccc32)c1 (centres undefined)
→ 1%, -3%, -22%, -3%[10 µM], -2%, 2%, 9%
7. COc1ccc(NC(=S)Nc2ccccc2C(F)(F)F)cc1
→ 1%, ., 4%, ?, -16%, 6%, 0%
8. CC(=O)N(CCCN(C)C)CCC(C)CCC=C(C)C (centres undefined)
→ 2%, 2%, 1%, 12%, -4%, -11%, -2%
9. O=C(NNC(=O)C1CCC(C(=O)NNC(=O)c2cccs2)CC1)c1cccs1 (centres undefined)
→ -1%, 9%[46 µM], 13%[9.22 µM], 1%[10 µM], -13%, ?, 3%
10. O=C(CSCc1nc2ccccc2[nH]1)Nc1ccc(Oc2ccccc2)cc1
→ -12%, ?, -6%, -18%[10 µM], -13%, -7%, -9%
11. c1ccc2nc(N3CCCC3)c(N3CCCC3)nc2c1
→ ?, -3%, -6%, -8%[10 µM], -2%, 11%, 1%
12. CC(=O)Nc1ccc(NC(=O)CSc2nccn2Cc2ccccc2)cc1
→ -5%, ?, 14%, -18%, -12%, 2%, 1%
13. CCCCNC(=O)CC1N=C2c3ccccc3N=C(SCC(=O)Nc3ccccc3C)N2C1=O (centres undefined)
→ 5%, -6%, 16%[1.84 µM], 4%, -16%, 2%, 1%
14. Cc1nnc(NC(=O)CSc2ccc3nnc(-c4cccnc4)n3n2)s1
→ 0%, ?, 16%, -32%[inhibitor], -7%, 2%, -7%
15. CCn1ncc(C2=NOC(C(=O)Nc3c(C)nn(Cc4ccc(F)cc4)c3C)C2)c1C (centres undefined)
→ 2%, ?, ?, -14%, -33%, -8%, 8%
16. Cc1cc(C)n(-c2nc(Nc3ccccc3)nc(-n3nc(C)cc3C)n2)n1
→ 6%, 5%, -2%, -10%, 1%, -2%, -7%
17. CCS(=O)(=O)N1CCN(S(=O)(=O)c2ccccc2[N+](=O)[O-])CC1
→ 0%, ., -10%, ?, 22%, 6%, 7%
18. COc1ccccc1C(=O)NNC1CC(=O)N(c2ccc3c(c2)OCCO3)C1=O (centres undefined)
→ 1%, -6%, -16%, -10%[10 µM], 4%, -18%, -4%
19. Cc1ccc(NC(=O)c2cncc(Br)c2)cc1S(=O)(=O)N(C)C
→ 3%, -3%, ?, -3%[10 µM], 5%, -4%, -7%
20. Cc1ccccc1Nc1nccc(N(C)C)c1C#N
→ 11%, ., -11%, -27%, 5%, 1%, 0%
21. CCOC(=O)N1CCN(C(c2cccnc2)c2ccc3cccnc3c2O)CC1 (centres undefined)
→ ., ?, -28%, -89%[inhibitor], -3%, 5%, -3%
22. CCCOc1ccc(-c2csc3ncn(Cc4ccc(C(=O)O)cc4)c(=O)c23)cc1
→ 5%, ., 14%, -27%[10 µM], -23%, 6%, -6%
23. COc1ccc(S(=O)(=O)N2CCN(CCC(=O)Nc3ccc(F)cc3)CC2)cc1
→ 11%, ?, 10%, ., -1%, ?, -2%
24. CCOc1cc(C(=O)NCc2ccncc2)cc(OCC)c1OCC
→ 4%, -6%, 2%, -8%[0.074 µM], 3%, -4%, -1%
25. CC12CCC(C(=O)NCc3cccnc3)(OC1=O)C2(C)C (centres undefined)
→ 8%, 4%, 1%, 16%, 4%, -5%, 1%
26. CC(C)COC(=O)CNc1n[nH]c(=S)[nH]c1=O
→ 8%, 16%, 18%, 9%, -1%, -1%, 0%
27. CC(=O)C1=C(C)NC(=O)NC1c1ccccc1 (centres undefined)
→ -2%, 3%, -1%, 10%, 0%, -5%, 1%
28. O=C1CN(C(=O)CSc2nc3ccccc3c(=O)n2CCCN2CCOCC2)c2ccccc2N1
→ 2%, ., -2%[9.22 µM], 10%[10 µM], 7%, -7%[15.4 µM], 5%
29. COc1ccc(C2c3cc(OC)c(OC)cc3CCN2C2CC(=O)N(c3ccccc3)C2=O)cc1OC (centres undefined)
→ 1%, 4%, 1%[9.22 µM], 9%, 1%, -3%, -6%
30. O=C(COC(=O)c1c[nH]c(=O)[nH]c1=O)Nc1ccccc1Br
→ 5%, 6%[46 µM], 4%[9.22 µM], 13%[10 µM], -2%, -2%, 2%
31. O=C(Nc1ccc(Br)cc1)C1CCCN1S(=O)(=O)c1cccs1 (centres undefined)
→ 1%, ?, -16%, -34%, -2%, -6%, 1%
32. Cc1cc([N+](=O)[O-])nn1CC(=O)N1CCCc2ccccc21
→ 2%, -1%, 1%, 17%[10 µM], -2%, 3%, -10%
33. CC(C)Sc1nc2ccccc2n1CC(=O)O
→ 1%, ., 12%[9.22 µM], 19%[10 µM], 1%, -13%, 0%
34. Cn1c(SC/C=C/c2ccccc2)nnc1-c1ccco1
→ -6%, -5%, -1%, 26%[10 µM], 4%, 1%, 1%
35. O=C(NCC(c1cccnc1)N1CCOCC1)c1cccs1 (centres undefined)
→ 0%, -8%, -3%, 10%[10 µM], 2%, 5%, 6%
36. O=C(Cc1cccs1)Nc1cccc(-c2nnc(-c3ccco3)o2)c1
→ -4%, ., -20%, -52%[inhibitor], -13%, -3%, -4%
37. COC(=O)C1(C(F)(F)F)N=C(C(F)(F)F)Nc2ccc(Cl)cc21 (centres undefined)
→ ?, 6%, 13%, ., -12%, 1%, 4%
38. COc1ccc(S(=O)(=O)n2nc(OC(C)=O)cc2N)cc1
→ 7%, ., -3%[9.22 µM], 7%[10 µM], -5%, ., 8%
39. CCOC(=O)c1cnc2cc(Cl)c(OC)cc2c1NCC1CCCO1 (centres undefined)
→ 8%, 1%, -10%, -40%[inhibitor], 4%, 0%, 1%
40. CS(=O)(=O)N1CCC(C(=O)NCc2ccc(F)cc2Cl)CC1
→ 3%, 1%, 6%, -3%, 5%, -5%, -1%

In another format: entries from further up.
34: Cn1c(SC/C=C/c2ccccc2)nnc1-c1ccco1
  CBFb-RUNX1 inh: -6%; Lamin A splicing: -5%; HTT aggregate: -1%; HTT ATP protect: 26%[10 µM]; GAA glycogen: 4%; GAA inh: 1%; aGlu spleen mod: 1%
35: O=C(NCC(c1cccnc1)N1CCOCC1)c1cccs1 (centres undefined)
  CBFb-RUNX1 inh: 0%; Lamin A splicing: -8%; HTT aggregate: -3%; HTT ATP protect: 10%[10 µM]; GAA glycogen: 2%; GAA inh: 5%; aGlu spleen mod: 6%
36: O=C(Cc1cccs1)Nc1cccc(-c2nnc(-c3ccco3)o2)c1
  CBFb-RUNX1 inh: -4%; Lamin A splicing: .; HTT aggregate: -20%; HTT ATP protect: -52%[inhibitor]; GAA glycogen: -13%; GAA inh: -3%; aGlu spleen mod: -4%
37: COC(=O)C1(C(F)(F)F)N=C(C(F)(F)F)Nc2ccc(Cl)cc21 (centres undefined)
  CBFb-RUNX1 inh: ?; Lamin A splicing: 6%; HTT aggregate: 13%; HTT ATP protect: .; GAA glycogen: -12%; GAA inh: 1%; aGlu spleen mod: 4%

More entries follow:
Value order – CBFb-RUNX1 inh, Lamin A splicing, HTT aggregate, HTT ATP protect, GAA glycogen, GAA inh, aGlu spleen mod
41. O=C(CC1C(=O)NC2CCCCC2N1C(=O)c1ccc([N+](=O)[O-])cc1)Nc1ccccc1 (centres undefined)
→ 0%, -6%[46 µM], -11%[9.22 µM], 5%[10 µM], 7%, ?, -2%
42. Cn1c(=O)[nH]c(=O)c2c1nc(N1CCCCC1)n2CCOc1ccccc1
→ 4%, 5%, -5%, -30%, 1%, 3%, -16%
43. CCOC(=O)c1cccc(N2C(=O)C3C(C2=O)C2C=CC3C23CC3)c1 (centres undefined)
→ 3%, -12%, 4%, 4%, 2%, 0%, -8%
44. O[C@@H]([C@H](O)[C@H](O)CBr)[C@H](O)CBr
→ ., -14%, 5%, -8%, ., ., .
45. Cc1c(NC(=O)/C(C#N)=C/c2cccs2)c(=O)n(-c2ccccc2)n1C
→ 5%, -5%, -5%, -11%[10 µM], -4%, 8%, -3%
46. CC1(C)CC(=O)c2sc(NC(=O)C3COc4ccccc4O3)nc2C1 (centres undefined)
→ 6%, -2%, 7%, -10%[10 µM], 3%, -12%, -21%
47. CCOc1ccc(/C=N/O)cc1
→ 0%, -5%, -2%, 1%, -2%, -2%, 7%
48. CN1CCN(c2nc(-c3cc4ccccc4o3)cs2)CC1
→ -19%, ?, 4%, ., -6%, 0%, -16%
49. O=C(Nn1c(-c2ccc(F)cc2)nc2ccccc2c1=O)c1cccnc1
→ 8%, 26%[9.22 µM], -5%, 3%, 3%, 0%, -6%
